Screening data deposited in PubChem BioAssay by National Center for Advancing Translational Sciences (NCATS).
p53ts 39C kill = cytotoxicity in p53ts cells at nonpermissive temperature; Potency, µM (highest dose often 46.1 µM), without a hit: top-dose activity change, negative = cell killing, actives largely listed as cytotoxic; AID 902; H1299-p53A138V viability at 39C, ATP luminescence, 24 h; hit rate 1.5% among 130,000; also: nearly all actives have a fitted effect of over 55% in size
Peg3 imprint = genomic imprint erasure induction; AID 1948; mouse ES Peg3-LacZ reporter, beta-gal luminescence, 40 h; Potency, µM (series often up to 60.7 µM), for inactives: at the highest dose activity change, positive = activation, most hits filed as activators; hit rate 0.02% among 110,000;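 also: 0% = negative control wells on the plate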
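Imprint erasure is scored as LacZ activity from the silenced maternal Peg3 allele in feeder-free female ES cells cultured 40 h with LIF. Luminescence is normalized to in-plate negative controls and fitted to the Hill equation.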
IkB sig inh = inhibitors of IkB signaling in ABC-DLBCL cells | ABC-DLBCL IkBa-CBG/CBR dual luciferase ratio, 4 h; response scale: scaled: untreated 0%, proteasome inhibitor 100% | Potency, µM (titrated, usually from 57.1 µM), for the others: at the highest dose IkBa stabilization activation | hit rate 0.04% among 110,000; active = well fitted curve in the direction sought with a large enough effect in the signal ratio, not every such curve was filed as active; inconclusive = small, poorly fitted or top-dose-only effect, or a change in a side signal; the % refers to the signal ratio;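 also: the direction sought is a rising ratio; 0% = basal untreated cells and 100% = reference inhibitor full response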
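Luminescence ratio of IκBα-fused green versus native red beetle luciferase in OCI-Ly3 cells, 4 h post-doxycycline with compound; red signal alone, scaled from basal (0%) to zero light (-100%), flagged nonspecific or cytotoxic effects.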
p53ts 32C kill = cytotoxicity in p53ts cells at permissive temperature. H1299-p53A138V at 32C, ATP luminescence viability, 24 h. Potency, µM (series often up to 46.1 µM), for the others: top-dose activity change, negative = cytotoxicity, most hits filed as cytotoxic. hit rate 0.93% among 130,000;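 also: 0% = DMSO and -100% = full killing by reference compound; nearly all actives have a fitted effect of over 55% in size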
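ATP-content luminescence (ATPlite) read-out after 24 h compound exposure at 32C in H1299-p53A138V cells (600/well). Tested up to 46 uM. Normalized to DMSO (0%) and 100 uM tamoxifen (100% killing); Hill-fit AC50.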
Numbers without * were called inactive; ? = inconclusive; · = not tested or not shown; [ ] = another dose, or the depositor's remark. Unless noted, calls follow the shape of the dose curve; as a rule, active = well fitted curve in the direction sought with a large enough effect; inconclusive = small, poorly fitted or top-dose-only effect, or another doubt; inactive = no such curve, though single readings can be large; an effect the other way counts as inactive or inconclusive. Unless noted, % is scaled to controls: 0 for no effect and ±100 for the full control effect; potency is read from the fitted curve at half-maximal effect.

SMILES	p53ts 39C kill	Peg3 imprint	IkB sig inh	p53ts 32C kill
O=c1nc(N2CCOCC2)nc2n1CCO2	20%	-9%	-0.3%	-1%
COc1cccc(CNC(=O)CCc2c(C)nc3c4c(C)cc(C)nc4nn3c2C)c1	5%	2%[10.9 µM]	2.2%	9%
CN(C)Cc1ccccc1-c1cncnc1Nc1ccc(F)cc1	3%	-14%	22%[11.4 µM]	4%
CCOC(=O)C1CCN(C(=O)Cn2ncc3c4ccccc4n(Cc4ccccc4)c3c2=O)CC1	-23%	5%[10.9 µM]	?	-6%
Cc1cc(O)c(C(c2ccc(Cl)cc2)N2CCN(c3ccccc3)CC2)c(=O)n1Cc1ccco1 (stereo unspecified)	5%	-4%[10.9 µM]	?	17%
CC(=O)c1ccc(N(C(=O)Cn2nnc3ccccc32)C(C(=O)NC2CCCCC2)c2cn(C)nc2C)cc1 (stereo unspecified)	5%	·	·	5%
CCCCN(CC)C(=O)c1nn(-c2ccc(OC)cc2)c(=O)c2c1c1ccccc1n2C	23%	-5%[10.9 µM]	?	24%
N#Cc1cc2c(=O)n3ccccc3nc2n(-c2nnc(SCc3ccccc3Cl)s2)c1=O	5%	-20%[10.9 µM]	-0.1%	3%
COc1ccc(S(=O)(=O)N2CCn3c2nc2ccccc23)cc1	2%	-10%	4.7%	3%
CC(C)(C)NC(=O)c1cc(NC(=O)c2ccco2)cc(NC(=O)c2ccco2)c1	5%	3%	1.2%	-1%
C#CCSc1nsc(SCC#C)c1C#N	-4%	-28%	-2.7%	4%
O=C(CSc1nnc2ccccn12)N1CCOCC1	5%	-8%	-2.3%	8%
N#C/C(=C(/O)COC(=O)c1ccc2c(c1)OCCO2)c1nc2ccccc2[nH]1	-8%	-1%	?	-6%
Cc1cc(C)c(S(=O)(=O)N(C)CC(=O)NC2CCCC2)c(C)c1	7%	-3%	0.2%	4%
Cc1nnc2n(Cc3ccccc3)c(=O)c3c4c(sc3n12)CCCC4	11%	-8%	2.4%	9%
CC1=C(C(=O)Nc2ccc(C)cc2C)C(c2ccc(O)cc2)n2nnnc2N1 (stereo unspecified)	15%	-1%[10.9 µM]	9.7%	0%
COc1ccc(OC)c(NC(=O)C2COc3ccccc3O2)c1 (stereo unspecified)	5%	-15%	-0.5%	0%
Cc1c(NC(=O)C(C)OC(=O)c2cc3c4ccccc4n(C)c3s2)c(=O)n(-c2ccccc2)n1C (stereo unspecified)	13%	0%	?	-9%
Cn1c(=O)oc2cc(S(=O)(=O)N3CCN(c4ccccn4)CC3)ccc21	9%	-3%	-0.3%	-8%
CCOC(=O)c1cccc(NC(=O)CSc2nnc(COc3ccccc3C)o2)c1	0%	·	4.1%	-3%
Cc1ccc(C)c(OCCOCCn2c(-c3ccc(Br)cc3)nc3ccccc3c2=O)c1C	10%	-11%[10.9 µM]	2.6%	-2%
COc1ccc(N(CC(=O)N2CCCCC2)S(=O)(=O)c2c(C)nn(C)c2C)cc1	10%	-12%	-3.4%	-11%
CC(C)C1CC(c2csc(N)n2)CCO1 (stereo unspecified)	7%	-12%	0.6%	-19%
CC1CCC2(CC1)NC(CO)(CO)CO2 (stereo unspecified)	5%	·	·	-21%
O=C(c1ccco1)N1CCN(Cc2ccccc2C(F)(F)F)CC1	0%	-16%	-1.5%	8%
COc1cccc(N2CC(NC(=O)c3ccco3)CC2=O)c1 (stereo unspecified)	3%	15%[10.9 µM]	-0.8%	-1%
COc1cc(Cn2c(C(=O)O)cc3sccc32)cc(OC)c1OC	3%	-10%	3.0%	6%
Cc1ccc(-n2cc(-c3ccccc3)nc2S(=O)(=O)CC(=O)Nc2ccc(F)cc2)cc1	-21%	-11%[10.9 µM]	12%	-28%
Cc1ccc2oc(C(=O)Nc3ccc(S(=O)(=O)Nc4onc(C)c4C)cc3)cc(=O)c2c1	3%	26%[10.9 µM]	?	8%
CCc1ccc2c(c1)c(=O)c(S(=O)(=O)c1ccccc1)cn2CC(=O)Nc1ccc(OC)cc1	15%	-15%[10.9 µM]	0.6%	11%

Not a retest: 15 of the compounds above.
SMILES	p53ts 39C kill	Peg3 imprint	IkB sig inh	p53ts 32C kill
N#C/C(=C(/O)COC(=O)c1ccc2c(c1)OCCO2)c1nc2ccccc2[nH]1	-8%	-1%	?	-6%
Cc1cc(C)c(S(=O)(=O)N(C)CC(=O)NC2CCCC2)c(C)c1	7%	-3%	0.2%	4%
Cc1nnc2n(Cc3ccccc3)c(=O)c3c4c(sc3n12)CCCC4	11%	-8%	2.4%	9%
CC1=C(C(=O)Nc2ccc(C)cc2C)C(c2ccc(O)cc2)n2nnnc2N1 (stereo unspecified)	15%	-1%[10.9 µM]	9.7%	0%
COc1ccc(OC)c(NC(=O)C2COc3ccccc3O2)c1 (stereo unspecified)	5%	-15%	-0.5%	0%
Cc1c(NC(=O)C(C)OC(=O)c2cc3c4ccccc4n(C)c3s2)c(=O)n(-c2ccccc2)n1C (stereo unspecified)	13%	0%	?	-9%
Cn1c(=O)oc2cc(S(=O)(=O)N3CCN(c4ccccn4)CC3)ccc21	9%	-3%	-0.3%	-8%
CCOC(=O)c1cccc(NC(=O)CSc2nnc(COc3ccccc3C)o2)c1	0%	·	4.1%	-3%
Cc1ccc(C)c(OCCOCCn2c(-c3ccc(Br)cc3)nc3ccccc3c2=O)c1C	10%	-11%[10.9 µM]	2.6%	-2%
COc1ccc(N(CC(=O)N2CCCCC2)S(=O)(=O)c2c(C)nn(C)c2C)cc1	10%	-12%	-3.4%	-11%
CC(C)C1CC(c2csc(N)n2)CCO1 (stereo unspecified)	7%	-12%	0.6%	-19%
CC1CCC2(CC1)NC(CO)(CO)CO2 (stereo unspecified)	5%	·	·	-21%
O=C(c1ccco1)N1CCN(Cc2ccccc2C(F)(F)F)CC1	0%	-16%	-1.5%	8%
COc1cccc(N2CC(NC(=O)c3ccco3)CC2=O)c1 (stereo unspecified)	3%	15%[10.9 µM]	-0.8%	-1%
COc1cc(Cn2c(C(=O)O)cc3sccc32)cc(OC)c1OC	3%	-10%	3.0%	6%

New compounds follow.
SMILES	p53ts 39C kill	Peg3 imprint	IkB sig inh	p53ts 32C kill
CCOC(=O)Cn1c(=O)n(-c2ccccc2OC)c2nc(-c3ccccc3)nc(C(N)=O)c21	0%	-6%[10.9 µM]	?	-8%
N#CC(C(=O)C1CCCCC1)c1nc2ccccc2[nH]1 (stereo unspecified)	-15%	-12%	?	0%
C[C@@H]1C=CCC(=O)OC[C@H](C)C(=O)OC[C@H]2O[C@H]1C=C[C@@H]2O	7%[9.22 µM]	·	·	7%[9.22 µM]
O=C(NCc1ccc(F)cc1)c1cnc2sccn2c1=O	18%	-5%	0.3%	10%
Cc1cc(C2C(=O)C(C(=O)c3ccc(Cl)cc3)C(=O)CC2(C)C)on1 (stereo unspecified)	-2%	·	-2.6%	-1%
CC1(C)NC(=O)N(CCCCOc2cccc(C(F)(F)F)c2)C1=O	-3%	-15%	-2.1%	-3%
Cc1cc(S(=O)(=O)Nc2c(C(=O)O)[nH]c3ccccc23)ccc1F	3%	-8%	0.0%	4%
Cc1cnc(CNc2ncncc2-c2ccccc2C(F)(F)F)cn1	6%	-8%	0.1%[11.4 µM]	-2%
O=C(Nc1ccon1)C1CCN(S(=O)(=O)c2cccs2)CC1	9%	-9%	2.3%	5%
Cc1oc2c(CN3CCCC3)c(O)ccc2c(=O)c1Oc1ccccc1Br	3%	-13%	2.3%	5%
C[C@@H]1c2ccccc2CN1CC1=NCCN1	-9%	-11%	0.4%	-1%
Clc1ccccc1CSc1nnc(-c2cccnc2)n1Cc1ccco1	3%	-9%	0.9%	-7%
O=C(CCSc1nnc2scc(-c3ccccc3)n12)Nc1nc(-c2ccccc2)ns1	1%	-11%	-3.0%	2%
CCOC(=O)C1=C(C)NC(=O)NC1c1ccc(NC(C)=O)cc1 (stereo unspecified)	3%	-8%	0.9%	2%
CCC(=O)Nc1nnc(Sc2ccc(N(C)C)cc2)s1	4%	-6%	-2.6%	-2%
COc1ccc(OC)c(C2CC(=O)c3c([nH]c(C(=O)OCC4CCCO4)c3C)C2)c1 (stereo unspecified)	-1%	-11%	2.5%	15%
CCCN1CN(Cc2ccccc2)CC2=C1CC(C)(C)CC2=O	12%	-10%	-0.6%	4%
CC(C)C(=O)NC(C)C(c1cccs1)N1CCN(C)CC1 (stereo unspecified)	-13%	-2%	2.1%	0%
Cc1ccc(NC(=O)[C@H](CSCc2ccccc2)N2Cc3ccccc3C2=O)cc1	-12%	7%[10.9 µM]	-1.2%	0%
O=C(COC(=O)CCc1c[nH]c(=O)[nH]1)Nc1ccccc1Cl	17%	2%	-0.4%	-4%
CC(=O)c1cc2c(cc1NC(=O)c1cc(C)nn1-c1ccccc1)OCO2	6%	-16%	-2.6%	4%
CCOC(=O)COc1ccc(S(=O)(=O)NCC2CCCO2)cc1 (stereo unspecified)	0%	·	·	2%
CCC(Oc1ccccc1)C(=O)Nc1cc(-c2ccccc2OC)nn1-c1ccccc1 (stereo unspecified)	-8%	7%[10.9 µM]	0.0%	0%
CC(C)NC(=O)N1CCCC2(CCN(C(=O)c3ccco3)CC2)C1	-6%	·	0.9%[11.4 µM]	-6%
Cc1nc2cccnc2n1C1CCN(S(=O)(=O)c2ccc(C(C)C)cc2)CC1	11%	19%[10.9 µM]	?	26%
CC(=O)NC1N=C(C)N(c2ccccc2)C1=O (stereo unspecified)	-17%	·	6.0%	-2%
Cc1nn(C)c2c1c(-c1ccccc1)cc(=O)n2Cc1ccc(F)cc1	-22%	-10%[10.9 µM]	-0.9%	-10%
CCCCn1c(C)nc2c(=O)n(C)c(=O)[nH]c21	13%	-16%	0.2%	6%
Cc1ccc(-n2c(C)cc(/C=C(\C#N)C(=O)Nc3ccc(C)c(C)c3)c2C)cc1	20%	2%[10.9 µM]	-0.9%	-7%
CCOc1ccc(OCC)c(NC(=O)c2cc(S(=O)(=O)N3CCc4ccccc43)cn2C)c1	-3%	-12%[10.9 µM]	?	16%
CC(=O)N1c2c(cc(Br)cc2S(=O)(=O)N2CCN(c3cc(C)ccc3C)CC2)CC1C (stereo unspecified)	13%	-8%[10.9 µM]	?	6%
COc1ccc(C2CC(=O)C(C=NCCN3CCN(C(C)=O)CC3)=C(O)C2)cc1OC (stereo unspecified)	4%	-7%	-0.5%	13%
Cc1nn(-c2cccc(Cl)c2)c2nc(-c3cccnc3)cc(C(F)(F)F)c12	-3%	-9%[10.9 µM]	-0.9%	-6%
CCC(C)NC(=O)c1nn(-c2ccc(C)cc2)c(=O)n(C)c1=O (stereo unspecified)	-6%	-5%[10.9 µM]	0.8%	-1%
O=C(NC1CCCC1)c1ccc(CSc2nc3ccncc3n2Cc2ccccc2F)cc1	-4%	-12%[10.9 µM]	?	1%
CCC(CC)c1nnc(NS(=O)(=O)Cc2ccccc2)s1	3%	-17%	?	5%
CC1CN(C(=O)N2CCC(C(=O)NCc3ccccc3F)CC2)c2cc(Cl)ccc2O1 (stereo unspecified)	-11%	-7%[10.9 µM]	?	32%[activator]
Cc1cn2c(=O)cc(COc3ccc(NC(=O)COc4ccccc4)cc3)nc2s1	2%	-9%[10.9 µM]	-1.8%	-1%
COc1ccccc1NC(=O)Cn1c(=O)n(-c2cccc(C)c2)c(=O)c2c1c1cc(C)ccc1n2C	-28%	-9%[10.9 µM]	1.3%	20%
O=c1cc(CSc2ccc(S(=O)(=O)N3CCCCC3)cn2)nc2sccn12	3%	-4%	1.2%	0%
COC1(OC)N=C(N)C2(C#N)C(c3ccc(F)cc3)C12C#N (stereo unspecified)	2%	1%	0.7%	-4%
COc1ccc(Cc2noc(-c3ccc(C)cc3)n2)cc1	0%	-20%	?	-4%
CC1(C)CC(=O)c2c(O)cc(O)cc2O1	7%	0%	-3.6%	4%
COc1ccc(C(=O)NC2CC(=O)N(c3ccc4c(c3)OCCO4)C2)cc1 (stereo unspecified)	-18%	-4%[10.9 µM]	-2.1%	-6%
O=C(NC1CCCc2ccccc21)C1CCN(S(=O)(=O)N2CCCCCC2)CC1 (stereo unspecified)	-8%	-17%	4.0%	6%
Fc1ccc(-c2nn3c(C4COc5ccccc5O4)nnc3s2)cc1 (stereo unspecified)	5%	-4%	?	3%
